# BLM helicase inh – Bloom syndrome helicase (human) inhibition. recombinant BLM DNA unwinding, fluorescence dequenching. Potency, µM (doses to about 56.1 µM), for inactives: at the top dose activity change, negative = inhibition, hits mostly inhibitors. 350,000 tested, 0.2% active. P54132;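 further: plate controls were vehicle for no effect and no enzyme for full effect; nearly all actives have a fitted effect of over 35% in size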
# Pol iota inh – blocks human DNA polymerase iota activity. Q9UNA4. Pol iota fluorescent replication assay, 10 min. Potency, µM (titrated, usually from 115 µM), without a hit: top-dose activity, negative = inhibition, hits mostly inhibitors. 390,000 tested, 1% active
#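 Pol iota at 10 nM preincubated 15 min with compounds at room temperature; reaction started with fluorescent substrate, 50 nM final. Fluorescence read kinetically at 0 and 10 min; buffer-only wells as negative control.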
# Pol kappa inh – inhibitors of human DNA polymerase kappa | purified Pol kappa, fluorescent DNA synthesis assay, 10 min | Potency, µM (top dose mostly 107 µM), for inactives: at the highest dose activity, negative = inhibition, actives largely listed as inhibitors | 400,000 tested, 0.53% active | AID 588579; further: on the % scale 0 is the no-effect control and ±100 the full control effect
#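 Readout: fluorescence, taken kinetically at 0 and 10 min. Conditions: 10 nM Pol kappa, 15 min RT compound preincubation, 50 nM substrate final. Controls: enzyme-free buffer wells.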
# G9a inh – inhibitors of human histone lysine methyltransferase G9a. Potency, µM (top dose mostly 102 µM), for inactives: top-dose activity, negative = inhibition, actives largely listed as inhibitors. AID 504332. Q96KQ7. 350,000 tested, 8.8% active. G9a H3K9 monomethylation, AlphaScreen, 2 h; further: on the % scale 0 is the no-effect control and ±100 the full control effect; nearly all actives have a fitted effect of over 75% in size
#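 Using a bead-based AlphaScreen, monomethylated H3K9 product from 2 h room-temperature reactions (G9a 20 nM, peptide 500 nM, SAM 20 uM) was detected with 0.5 ug/mL rabbit anti-H3K9me1 antibody.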
# Pol beta inh – blocks human DNA polymerase beta activity; Pol beta primer extension/strand displacement, fluorescence kinetic; 340,000 tested, 1.3% active; Potency, µM (titrated, usually from 114 µM), for the others: top-dose activity change, negative = inhibition, usual class: inhibitors; P06746; further: on the % scale 0 is the no-effect control and ±100 the full control effect
#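 Human Pol beta at 10 nM; strand-displacement substrate 50 nM final. Compound exposure 15 min at room temperature before start, reaction 10 min at room temperature.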
# JMJD2A Tudor – inhibitors of human JMJD2A Tudor domain; O75164; AlphaScreen JMJD2A-Tudor / H3K4me3 peptide binding; Potency, µM (doses to about 114 µM), inactives show at the top dose activity change, negative = inhibition, usual class: inhibitors; 390,000 tested, 4.4% active; AID 504339; further: on the % scale 0 is the no-effect control and ±100 the full control effect; nearly all actives have a fitted effect of over 50% in size
# POLH inh – DNA polymerase eta (human) inhibition. Q9Y253. recombinant Pol eta, fluorescent DNA replication assay. Potency, µM (highest dose often 114 µM), for the others: at the highest dose activity change, negative = inhibition, hits mostly inhibitors. 390,000 tested, 1.2% active; further: on the % scale 0 is the no-effect control and ±100 the full control effect
#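 Pol eta (10 nM) was preincubated with compounds for 15 min at room temperature, after which fluorescent replication substrate (50 nM final) was added to start the reaction. Fluorescence was read kinetically at 0 and 10 min.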
# APEX1 inh – blocks human APE1 abasic DNA cleavage; recombinant APE1, TAMRA/BHQ-2 abasic DNA cleavage fluorescence; Potency, µM (doses to about 65.8 µM), inactives show top-dose activity change, negative = inhibition, usual class: inhibitors; 350,000 tested, 0.35% active; AID 2517;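 further: plate controls were vehicle for no effect and reference inhibitor for full effect; nearly all actives have a fitted effect of over 55% in size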
#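 Activity was derived from the fluorescence gain between first and third kinetic reads (60 s intervals, ex 525/em 598 nm) after 50 nM THF-abasic TAMRA/BHQ-2 duplex was added to 0.75 nM APE1 preincubated 15 min with compound.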
# BAZ2B inh – BAZ2B (human) inhibition; Q9UIF8; AlphaScreen BAZ2B-H3K14Ac peptide displacement; Potency, µM (series often up to 114 µM), for inactives: at the highest dose activity change, negative = inhibition, most hits filed as inhibitors; 360,000 tested, 4.4% active; further: on the % scale 0 is the no-effect control and ±100 the full control effect; nearly all actives have a fitted effect of over 60% in size
# Target sequence (Q9UIF8 whole entry, looked up): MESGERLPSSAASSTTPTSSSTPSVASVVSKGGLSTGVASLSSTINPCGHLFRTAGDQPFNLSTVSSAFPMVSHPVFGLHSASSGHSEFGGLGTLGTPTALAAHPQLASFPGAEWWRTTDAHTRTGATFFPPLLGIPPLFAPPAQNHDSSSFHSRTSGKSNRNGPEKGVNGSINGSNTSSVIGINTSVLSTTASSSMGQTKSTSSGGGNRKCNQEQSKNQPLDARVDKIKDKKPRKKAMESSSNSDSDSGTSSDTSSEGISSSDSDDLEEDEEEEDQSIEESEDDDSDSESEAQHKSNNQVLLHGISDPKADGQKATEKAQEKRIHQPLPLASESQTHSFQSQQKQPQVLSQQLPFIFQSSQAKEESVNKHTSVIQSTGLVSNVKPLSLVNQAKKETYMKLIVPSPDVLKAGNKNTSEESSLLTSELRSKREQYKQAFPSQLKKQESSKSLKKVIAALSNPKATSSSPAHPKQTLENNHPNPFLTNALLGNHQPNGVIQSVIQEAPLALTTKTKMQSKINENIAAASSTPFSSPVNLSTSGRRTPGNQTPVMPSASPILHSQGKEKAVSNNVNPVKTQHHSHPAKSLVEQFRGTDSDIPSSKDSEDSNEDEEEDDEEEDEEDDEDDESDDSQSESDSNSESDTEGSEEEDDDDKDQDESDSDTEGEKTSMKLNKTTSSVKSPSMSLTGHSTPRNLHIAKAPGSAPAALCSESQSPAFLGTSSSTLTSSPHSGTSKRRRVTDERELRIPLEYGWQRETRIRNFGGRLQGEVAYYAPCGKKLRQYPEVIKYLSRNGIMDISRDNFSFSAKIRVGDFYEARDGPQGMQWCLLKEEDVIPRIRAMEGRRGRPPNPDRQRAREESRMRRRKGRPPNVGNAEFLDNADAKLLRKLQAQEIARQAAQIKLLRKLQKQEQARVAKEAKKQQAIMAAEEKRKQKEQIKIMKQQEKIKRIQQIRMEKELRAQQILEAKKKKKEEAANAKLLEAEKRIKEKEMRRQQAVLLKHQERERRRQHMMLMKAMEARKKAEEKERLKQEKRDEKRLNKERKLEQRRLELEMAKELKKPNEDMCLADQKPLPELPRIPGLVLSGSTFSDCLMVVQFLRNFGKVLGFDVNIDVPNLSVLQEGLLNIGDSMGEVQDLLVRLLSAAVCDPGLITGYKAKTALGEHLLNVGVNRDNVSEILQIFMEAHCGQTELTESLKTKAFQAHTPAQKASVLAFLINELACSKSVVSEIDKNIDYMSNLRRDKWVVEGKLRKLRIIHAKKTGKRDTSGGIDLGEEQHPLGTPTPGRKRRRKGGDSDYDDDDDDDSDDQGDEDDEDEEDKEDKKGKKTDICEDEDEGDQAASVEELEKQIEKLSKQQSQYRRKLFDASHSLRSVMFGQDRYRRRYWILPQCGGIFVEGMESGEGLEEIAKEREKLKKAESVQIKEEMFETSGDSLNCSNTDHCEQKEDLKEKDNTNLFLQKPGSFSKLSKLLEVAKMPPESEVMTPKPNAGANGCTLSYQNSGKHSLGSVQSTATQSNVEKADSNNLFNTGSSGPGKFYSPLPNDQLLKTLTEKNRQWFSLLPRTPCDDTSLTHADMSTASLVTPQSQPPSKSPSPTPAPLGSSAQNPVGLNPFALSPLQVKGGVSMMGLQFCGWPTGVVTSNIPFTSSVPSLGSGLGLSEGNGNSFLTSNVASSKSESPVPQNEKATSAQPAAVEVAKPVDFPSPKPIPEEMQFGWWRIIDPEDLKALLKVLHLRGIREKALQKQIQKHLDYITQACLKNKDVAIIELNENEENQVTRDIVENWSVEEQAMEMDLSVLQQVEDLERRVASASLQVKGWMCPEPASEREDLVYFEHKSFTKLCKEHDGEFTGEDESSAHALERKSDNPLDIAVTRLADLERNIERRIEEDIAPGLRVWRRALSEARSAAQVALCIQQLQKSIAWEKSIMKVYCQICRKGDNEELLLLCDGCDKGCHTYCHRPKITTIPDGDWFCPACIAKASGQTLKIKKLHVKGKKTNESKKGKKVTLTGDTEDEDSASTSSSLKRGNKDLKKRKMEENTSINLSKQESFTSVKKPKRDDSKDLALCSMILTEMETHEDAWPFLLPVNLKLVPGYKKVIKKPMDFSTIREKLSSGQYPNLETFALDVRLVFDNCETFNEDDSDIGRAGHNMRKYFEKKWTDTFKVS
#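 Complex of BAZ2B and biotin-H3K14Ac (50 nM apiece) forms over 30 min at RT, then faces library compounds up to 110 uM for another 30 min; AlphaScreen beads added, 20 min dark incubation, luminescence read.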
# The depositor's hits bear a star; ? = inconclusive; . = not tested or not shown; [ ] = another dose, or the depositor's remark. The call rests on the fitted dose curve; in most records, active means well fitted curve in the direction sought with a large enough effect; inconclusive means small, poorly fitted or top-dose-only effect, or another doubt; inactive means no such curve, though single readings can be large; an effect the other way counts as inactive or inconclusive. Potency means the concentration at half of the fitted maximal effect. Only part of the results is shown (hit frequency here may not be typical).
smiles	BLM helicase inh	Pol beta inh	Pol iota inh	BAZ2B inh	Pol kappa inh	POLH inh	APEX1 inh	JMJD2A Tudor	G9a inh
COc1ccc(CC2(CO)CCN(S(=O)(=O)c3c(C)nn(C)c3Cl)CC2)cc1	1%	-19%	-15%	9%	3%	-16%	3%	-17%	.
Cc1ccc(CNC(=O)c2ccc(N3CCC4(CC3)CC(c3cccc(Br)c3)=NO4)c(NC(=O)c3ccc(Br)cc3)c2)cc1	.	.	34%[activator]	.	5%	-13%	6%	-5%	.
CCC1CCCCN1C(=O)Cn1c(C(=O)OC)cc2sc(Cl)cc21 (stereo unspecified)	2%	5%	-3%	-1%	-6%	-3%	1%	-4%	22%[12.7 µM]
CCn1c(COc2ccc(C)cc2)nnc1SCc1ccc(C#N)cc1	0%	25%	4%	6%	-9%	-10%	13%	-7%	.
Cc1c(C)n(C)c2ccc(C(=O)NCCCN3CCCC3)cc12	-12%	27%	37%	?	8%	-23%	7%	?	50µM*
Cc1ccc(C(=O)CSc2nnc(-c3c[nH]c4ccccc34)o2)cc1	-5%	-24%	-3%	-3%	1%	-5%	-3%	-5%	4%[59 µM]
O=C(Oc1ccccc1C(=O)Nc1ccccc1)c1ccc(Br)c([N+](=O)[O-])c1	-7%	-23%	29%	-34%	-1%	-11%	-1%	-36%	-17%[59 µM]
Cn1c(C(=O)N2CCCC(C(=O)O)C2)cc2sccc21 (stereo unspecified)	2%	-7%	-10%	?	1%	-17%	6%	13%	?
CCOC(=O)C1Nc2c(F)cc(C)cc2C2c3ccccc3CC12 (stereo unspecified)	.	.	-1%	.	-9%	-1%	.	-4%	.
COc1ccc(NC(=O)CSC2=Nc3ccccc3C3=NC(CCC(=O)NC4CCCCC4)C(=O)N23)cc1Cl (stereo unspecified)	-1%	-25%	20%	-25%	7%	-23%	.	-5%	5%[59 µM]
Cn1cc(Br)c(C(=O)NC2CCCCCC2)n1	1%	10%	21%	-2%	7%	-3%	49%[activator]	-7%	-4%
CC1CCN(CC(O)COC2CC(C)CC(C)(C)C2)CC1 (stereo unspecified)	.	.	-24%	.	7%	-3%	.	6%	.
CCc1nc2sc(C#N)c(N)c2c2c1CCCC2	.	.	1%	.	-4%	-13%	.	3%	.
Brc1cccc(-c2nnn3c2nc(N2CCCCC2)c2ccccc23)c1	-3%	4%	54%[activator]	29%	0%	-17%	.	18%	57%[activator][59 µM]
Cc1oc(-c2ccccc2Cl)nc1CN1CCCCC1CO (stereo unspecified)	2%	26%	-3%	-2%	-7%[60.1 µM]	-8%	-1%	-21%	-7%
Cc1c(NC(=O)CSc2nnc(C(C)Oc3ccc(Cl)cc3)n2-c2ccccc2)c(=O)n(-c2ccccc2)n1C (stereo unspecified)	-1%	29%	44%[activator]	?	-7%	-13%	1%	-20%	127%[activator][59 µM]
NC(=O)c1cnn2c(C(F)(F)F)cc(-c3ccc(F)cc3)nc12	-11%	8%	8%	15%	3%	-17%	-4%	-8%	-37%
CC1=C(c2ccc(C)c(C)c2)S(=O)(=O)N=C1N1CCC(C(=O)N2CCC(C)CC2)CC1	2%	5%	-14%	0%	0%	.	.	-2%	6%[59 µM]
COc1ccccc1Nc1ncnc2ccc(C)cc12	6%	1%	-2%	9%	-10%	-16%	1%	5%	13%[59 µM]
O=C(CSc1nnc(-c2ccco2)o1)N1CCCCC1	-3%	17%	-21%	-1%	-1%	5%	-4%	-10%	5%
O=C(/C=C/c1ccccc1)OCC(=O)c1c[nH]c2ccccc12	.	.	24%	.	-1%	-16%	34%	-6%	.
Cc1cc(NCc2ccco2)n2c(nc3ccccc32)c1C#N	-6%	7%	8%	4%	-21%	1%	-9%	-10%	14%
Cc1cc(NC(=O)COc2ccc(Cl)cc2Cl)n(CCC#N)n1	0%	0%	28%	-8%	-1%	-15%	1%	-11%	15%[59 µM]
Cc1ccc(C(C)C)cc1OCC(=O)N/N=C/c1ccc2c(c1)OCCO2	-9%	5%	105%[activator]	-10%	-11%	-22%	18%	-17%	-6%[59 µM]
COc1ccc2[nH]c3c(c2c1)CCN1C(=O)C(CC(=O)NCc2ccc(OC)c(OC)c2)C[C@H](C(=O)N2CCOCC2)[C@@]31C (stereo partly specified)	.	.	0%	.	8%	-16%	0%	-30%	.
COc1ccc(CN(C)S(=O)(=O)c2nnc(NC(=O)c3cccc(OC)c3)s2)cc1	-3%	1%	14%	-3%	-12%	-6%	-3%	5%	7%[59 µM]
CC1(C)Nc2ccccc2C(=O)N1NC(=O)c1ccccc1	1%	11%	33%	-3%	25%	-6%	7%	0%	21%[59 µM]
COc1ccc(OC)c(-c2cnc(OC(C)(C)C)nc2OC(C)(C)C)c1	-10%	16%	-1%	-25%	-5%	-7%	0%	-15%	8%[59 µM]
COc1ccc(NC(=O)CCCN2C(=O)CN(C)C2=O)cc1Cl	.	.	23%	9%	1%	-15%	2%	6%	20%[12.7 µM]
CCOCC(=O)OCC(=O)NC12CC3CC(CC(C3)C1)C2	-2%	28%	-22%	-10%	-7%	-18%	-1%	-8%	-3%
COc1cc(S(=O)(=O)N2CCCC3(CCCCC3)C2)ccc1-n1cnnn1	-2%	10%	22%	15%	-2%	-7%	-3%	-7%	11%
O=C(COC(=O)C1COc2ccccc2O1)Nc1ccc(Cl)cc1 (stereo unspecified)	.	.	-11%	1%	-2%	-17%	-13%	1%	5%[59 µM]

# Complete entries, quoted from the list.
# Record of CCOCC(=O)OCC(=O)NC12CC3CC(CC(C3)C1)C2 → BLM helicase inh: -2%; Pol beta inh: 28%; Pol iota inh: -22%; BAZ2B inh: -10%; Pol kappa inh: -7%; POLH inh: -18%; APEX1 inh: -1%; JMJD2A Tudor: -8%; G9a inh: -3%
# Record of O=C(/C=C/c1ccccc1)OCC(=O)c1c[nH]c2ccccc12 → BLM helicase inh: .; Pol beta inh: .; Pol iota inh: 24%; BAZ2B inh: .; Pol kappa inh: -1%; POLH inh: -16%; APEX1 inh: 34%; JMJD2A Tudor: -6%; G9a inh: .

# Entries listed so far that bear a hit mark in G9a inh.
smiles	BLM helicase inh	Pol beta inh	Pol iota inh	BAZ2B inh	Pol kappa inh	POLH inh	APEX1 inh	JMJD2A Tudor	G9a inh
Cc1c(C)n(C)c2ccc(C(=O)NCCCN3CCCC3)cc12	-12%	27%	37%	?	8%	-23%	7%	?	50µM*

# Next section
smiles	BLM helicase inh	Pol beta inh	Pol iota inh	BAZ2B inh	Pol kappa inh	POLH inh	APEX1 inh	JMJD2A Tudor	G9a inh
COc1ccc(C(=O)CC(=O)C(=O)Nc2cc(OC)ccc2OC)cc1	-1%	40%	51%[activator]	-11%	-14%	-2%	-17%	-22%	25%
COc1ccc(-c2cc(C(F)(F)F)nc(SCCC(=O)Nc3cccc(OC)c3)n2)cc1	-10%	?	23%	6%	-4%	-3%	.	9%	8%[59 µM]
COC(=O)C1CSC(C)(C)C(=O)N1 (stereo unspecified)	-1%	-22%	27%	-6%	18%	-6%	-6%	-4%	-36%
C=CCOc1c2ccc(C(=O)NCc3ccc(OC)cc3)cc2nn1C	3%	0%	-5%	0%	-18%	-1%	-2%	-15%	-6%[12.7 µM]
Cc1nc(S(=O)(=O)N2CCN(C3c4ccccc4-c4ccccc43)CC2)cn1C	-9%	1%	59%[activator]	?	-3%	-16%	-2%	-25%	.
COc1ccc(OC)c(NC(=O)COC(=O)COc2ccc(Nc3ccccc3)cc2)c1	.	.	75%[activator]	.	-9%	-18%	0%	?	.
O=C(Nc1cccnc1)c1ccc(NS(=O)(=O)c2cccc([N+](=O)[O-])c2)cc1	-1%	1%	13%	3%	6%	-3%	-6%	-16%	?
COc1cc(C(c2c(C(=O)O)[nH]c3ccccc23)c2c(C(=O)O)[nH]c3ccccc23)ccc1OCc1ccccc1	0%	45µM*	-27%	4%	?	50µM*	-14%	?	18%[0.501 µM]

# Looked up above:
# `COc1ccc(OC)c(NC(=O)COC(=O)COc2ccc(Nc3ccccc3)cc2)c1` @ Pol kappa inh = -9%
# `COc1ccc(C(=O)CC(=O)C(=O)Nc2cc(OC)ccc2OC)cc1` @ APEX1 inh = -17%
# `O=C(Nc1cccnc1)c1ccc(NS(=O)(=O)c2cccc([N+](=O)[O-])c2)cc1` @ POLH inh = -3%
# `COc1cc(C(c2c(C(=O)O)[nH]c3ccccc23)c2c(C(=O)O)[nH]c3ccccc23)ccc1OCc1ccccc1` @ BAZ2B inh = 4%

# Continuation:
smiles	BLM helicase inh	Pol beta inh	Pol iota inh	BAZ2B inh	Pol kappa inh	POLH inh	APEX1 inh	JMJD2A Tudor	G9a inh
Cc1ccc(CCNC(=O)c2ccc3c(c2)nc2n3CCOC2)cc1	-1%	24%	10%	2%	-9%[60.1 µM]	-9%	.	-11%	22%[59 µM]
O=C(Nc1ccccc1N1CCOCC1)c1cc2ccccc2o1	-4%	26%	5%	-16%	-15%	-5%	59%[activator]	-3%	16%
COc1ccc(C(C(=O)NCCC(C)C)N(CCCO)C(=O)c2snc(C(N)=O)c2N)cc1OC (stereo unspecified)	1%	-19%	26%	2%	3%	-9%	8%	-3%	.
O=c1c2ccccc2nc(/C=C/c2c[nH]c3ccccc23)n1CCO	-7%	?	122%[activator]	-28%	-7%	-9%	-4%	-21%	-32%
O=C(Cc1ccc(Br)cc1)N1CCN(c2ccccn2)CC1	-2%	-29%	7%	6%	-18%	-16%	-4%	-15%[57.1 µM]	24%[59 µM]
COc1ccc(-c2csc(NC(=O)CN3C(=O)CCC3=O)n2)cc1OC	-7%	0%	13%	-4%	-2%	-19%	5%	-2%	2%[59 µM]
CC(=O)c1sc(NC(=O)COc2c(C)cc(Cl)cc2C)nc1C	-7%	-22%	.	-8%	.	.	1%	.	-39%

# An excerpt of these results, field by field:
COc1ccc(CN(C)S(=O)(=O)c2nnc(NC(=O)c3cccc(OC)c3)s2)cc1
  BLM helicase inh: -3%
  Pol beta inh: 1%
  Pol iota inh: 14%
  BAZ2B inh: -3%
  Pol kappa inh: -12%
  POLH inh: -6%
  APEX1 inh: -3%
  JMJD2A Tudor: 5%
  G9a inh: 7%[59 µM]

CC1(C)Nc2ccccc2C(=O)N1NC(=O)c1ccccc1
  BLM helicase inh: 1%
  Pol beta inh: 11%
  Pol iota inh: 33%
  BAZ2B inh: -3%
  Pol kappa inh: 25%
  POLH inh: -6%
  APEX1 inh: 7%
  JMJD2A Tudor: 0%
  G9a inh: 21%[59 µM]
